# Compound activity: PubChem BioAssay, several laboratories
# WT yeast gro inh = growth inhibition of WT yeast, mitochondrial fusion screen; mitochondrial fusion phenotypic screen, WT strain; inhibition, % at 10 µM; 190,000 tested, 2.1% active; AID 1362; in the data active = inhibition above about 58%; tested in S. cerevisiae
# West Nile antiviral = inhibition of WNV-induced cytopathic effect – cell-based, CPE readout (AID 1621). 290,000 tested, 0.02% active. one-dose CPE inhibition, % at 10 µM; IC50 in µM for titrated hits. West Nile virus-infected cells, CPE inhibition; higher % means a stronger effect; in the data active = a potency from the dose series; inconclusive = CPE inhibition mostly from about 3.7% at the one dose, without a potency; inactive = the rest, 99 in 100 with CPE inhibition below about 2.2%; also: strong numbers were not always called active
# Insulin prom up = MIN6 insulin promoter up-regulation | MIN6 insulin promoter-GFP reporter, high-content imaging; stronger effect = higher value | z-score at 5 µM | 190,000 tested, 0.3% active;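 active = z-score above 3 at 5 µM with at least 500 cells counted in the well; inconclusive = wells under 500 cells, flagged as cytotoxic or low count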
# Myeloid diff 2 = compounds promoting myeloid differentiation | ER-HoxA9 myeloid progenitors, lysozyme-GFP differentiation, flow cytometry | 360,000 tested, 1% active | calls only at 10 µM;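 active = normalized GFP-positive differentiation at or above the plate's own cutoff, the solvent-only control mean plus 3 SD; inconclusive = no clear call, values can overlap the other calls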;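 also: cells exposed to compound for four days before flow analysis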
# Lipid droplet = hepatic lipid droplet formation modulation | AID 1656 | 240,000 tested, 0.4% active | AML12 mouse hepatocytes, oleate lipid droplets, BODIPY imaging | inhibition, % at 6.5 µM;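 active = lipid droplet intensity inhibited by at least 50%, with more than 500 cells counted; inconclusive = wells with under 300 cells, treated as cytotoxic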
#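 Assay system: AML12 mouse liver cells | Compound dosing: One dose, 6.5 µM compound | Read-out basis: Droplet intensity reduction, % inhibition | Measured by: Fluorescence imaging, 20x objective, two fields per well | Schedule: Overnight treatment with compound plus oleate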
# T cell HTS = T cell immune modulation candidate; 2C CD8+ T cell-vesicle binding, flow cytometry; stronger effect = lower value; calls only at 7 µM; 330,000 tested, 0.068% active;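 active = response, share of CD8 T cells binding vesicles, and their 90th percentile fluorescence all below set limits, cut at about 80% in these data, passing the limit was not always enough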
#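 System: murine 2C transgenic CD8+ T lymphocytes; also added: QL9-loaded Drosophila micro-vesicles; times: binding 1.5 h at 37 °C; measured by: flow cytometry, PE anti-B7-1 (FL2) versus Alexa647 anti-CD8 (FL8), PFA-fixed; control set: Peptide-free naked vesicles (low) and QL9 vesicles with 0.7% DMSO vehicle (high)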
# Autophagy HCS = modulators of autophagy. AID 463193. calls only at 10 µM (by protocol). MEF GFP-LC3 puncta imaging; test concentration mostly 10 µM. 190,000 tested, 0.98% active;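 active = percentage of spot-positive cells more than 3 SD above its plate mean, without a fluorescence outlier flag or 80% toxicity; inconclusive = no clear call, values can overlap the other calls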;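 also: spot-positive cell cutoff set from DMSO-treated cells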
# b-catenin transl = alters nuclear translocation of beta-catenin in HeLa cells; immunofluorescence imaging; nuclear translocation activity, % at 5 µM; 190,000 tested, 0.3% active;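 active = nuclear translocation activity above 50% at 5 µM, with a well cell count of 50 or more; inconclusive = wells under 50 cells across six images, flagged as toxic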;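 also: per-cell ratio of nuclear to cytoplasmic median beta-catenin stain intensity; plate controls were DMSO negative control for no effect and GSK-3 inhibitor IX positive control for full effect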
#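 System: Human HeLa cells, endogenous beta-catenin | Compound dosing: 5 µM primary, 0.02–20 µM confirmation | Timing: 24 h compound exposure at 37°C, 5% CO2 | Measured by: Fluorescence imaging of beta-catenin antibody stain plus DAPI | Read-out basis: % activation of per-cell nuclear versus cytoplasmic median beta-catenin signal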
# MT stabilizer = stabilizes microtubules in HeLa cells; HeLa tubulin immunostaining HCS, 24 h; share of cells brighter than vehicle mean+2SD; % tubulin-high responders, % at 10 µM; 200,000 tested, 0.83% active; AID 2205;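 active = plate Z-score above 3 for both tubulin-high and condensed-nucleus cell shares, with cell loss under 80%, at 10 µM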;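 also: anti alpha tubulin signal scored within the nucleus-defined area of each cell; some results filed as inactive read as strong as hits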
# WT yeast gro inh mutant strain = recorded beside WT yeast gro inh, whose call it bears; inhibition, %; mitochondrial fusion phenotypic screen, mutant strain inhibition
# Insulin prom up cell count = recorded beside Insulin prom up, whose call it bears; cell count; measured here: cytotoxicity, nuclei count;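 total cells summed across four imaged fields per well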
# Lipid droplet cells 6.5 µM = also measured in Lipid droplet; calls as there; cell count; measured here: cell count, cytotoxicity flag;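 cells counted across two imaged fields per well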
# b-catenin transl cell count 5 µM = recorded beside b-catenin transl, whose call it bears; cell count; measured here: cell count, cytotoxicity flag
# T cell HTS vesicle-bound % = recorded beside T cell HTS, whose call it bears; double positive events, %; measured here: CD8+ vesicle-bound cell fraction;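 binding gate set so that unloaded-vesicle control wells show 10% double positive cells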
# MT stabilizer Hoechst-high % = also measured in MT stabilizer; calls as there; % Hoechst-high responders; measured here: nuclear condensation Hoechst responders;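 share of cells brighter than vehicle mean plus two SD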
# MT stabilizer cytotoxicity % = also measured in MT stabilizer; calls as there; toxicity, %; measured here: cytotoxicity by cell density;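 0% = mean cell density of plate MIN control wells and 100% = no cells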
# Autophagy HCS cell loss 18 h = also measured in Autophagy HCS; calls as there; toxicity, %; measured here: cell loss, nuclei count;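 cell loss after 18 h compound exposure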
# Myeloid diff 2 GFP+ MAC1+ % = recorded beside Myeloid diff 2, whose call it bears; GFP+ MAC1+ double positive, %; measured here: differentiation confirmed by MAC1 staining
# An asterisk follows results filed as active; i = inactive; u = inconclusive; x = no result given; + = active, no number.
SMILES,WT yeast gro inh,WT yeast gro inh mutant strain,West Nile antiviral,Insulin prom up,Insulin prom up cell count,Myeloid diff 2,Myeloid diff 2 GFP+ MAC1+ %,Lipid droplet,Lipid droplet cells 6.5 µM,T cell HTS,T cell HTS vesicle-bound %,Autophagy HCS,Autophagy HCS cell loss 18 h,b-catenin transl,b-catenin transl cell count 5 µM,MT stabilizer,MT stabilizer Hoechst-high %,MT stabilizer cytotoxicity %
COC(=O)c1ccc(C(C(=O)NCc2ccccc2)N(Cc2cccs2)C(=O)c2cnccn2)cc1 (stereo not drawn),9,7,-0.5%,-0.24,1861,i,1.4,-13,577,i,28,i,-4,-3.6,1183,0.8,2.5,9.1
COc1cccc(NC(=O)CCN2C(=O)C3CC=CCC3C2=O)c1 (stereo not drawn),x,x,-0.2%,x,x,i,0.4,-21,693,i,62,x,x,x,x,x,x,x
CC(=O)NC1(c2nnnn2CCOC(=O)Nc2ccc(Cl)cc2)CCCC1,15,3,0.3%,x,x,i,0.7,-1,783,i,7,i,11,4.5,469,2.7,2.9,3.7
COC(=O)COc1ccc(S(=O)(=O)Nc2ccccc2SC)cc1,21,3,0.3%,0.76,1169,i,2.1,-9,783,i,13,i,-4,-3.4,1282,2.2,0.7,3.6
O=C(NNC(=S)Nc1ccccc1Cl)c1ccccc1Br,x,x,-0.7%,x,x,i,1.0,-1,862,i,67,x,x,x,x,x,x,x
CCOC(=O)CC(=O)Nc1cc(Cl)ccc1O,-6,18,-0.1%,0.18,1244,i,0.4,11,772,i,48,i,-10,1.2,965,2.2,2.3,10
O=C(N/N=C/c1ccc([N+](=O)[O-])cc1)c1cnccn1,x,x,0.1%,0.56,1024,x,x,38,640,i,33,x,x,0.0,1293,x,x,x
CC1CC(C)CN(C(=O)COc2ccc([N+](=O)[O-])cc2Cl)C1 (stereo not drawn),-6,10,-1.6%,x,x,i,0.7,-5,679,i,6,i,-29,2.0,888,4.2,2.2,9.5
Cc1cc(C)c2c(N)c(C(=O)c3ccc(Cl)c(Cl)c3)sc2n1,11,7,-0.7%,x,x,i,0.5,-19,736,i,5,i,-36,-3.1,581,2.1,2.0,6.3
CC(C)CCN(C(=O)CNC(=O)c1ccco1)C(C(=O)NC1CCCCC1)c1ccco1 (stereo not drawn),7,2,0.0%,x,x,i,1.1,x,x,i,42,i,4,-0.6,1177,1.5,1.7,7.4
CCCCC(=O)Nc1cccc2c1C(=O)N(c1ccccc1)C2=O,0,-4,0.1%,-0.85,1272,i,0.9,15,817,i,21,i,8,-7.4,1184,2.3,2.3,5.4
O=C(NN=C(Cc1ccccc1)Cc1ccccc1)c1ccc(F)cc1,4,-8,-0.1%,0.35,1260,i,0.5,-50,664,i,25,i,-1,1.6,942,3.5,2.5,3.2
CCOc1ccccc1N1CC(C(=O)Nc2nccs2)CC1=O (stereo not drawn),-12,9,0.1%,-0.56,988,i,1.2,x,x,i,35,i,11,-7.9,945,2.4,1.7,6.1
CN(C)CCC(=O)c1ccc(F)cc1,x,x,-0.2%,0.13,1080,i,0.3,-24,709,i,37,x,x,-1.4,1309,x,x,x
CCOc1ccc(CNC(=O)c2ccc(Sc3ccc(Cl)cc3)c(NC(C)=O)c2)cc1OC,18,-5,-0.5%,-0.22,1506,i,0.2,21,641,i,28,i,-2,0.7,1087,1.7,1.8,9.0
Cc1nn(Cc2c(F)c(F)c(F)c(F)c2F)c(C)c1NC(=O)c1cccc(COc2ccccc2Cl)c1,-4,-14,0.3%,x,x,i,0.8,x,x,i,37,i,1,x,x,2.7,3.6,6.4
COc1ccc(CC(C)N2CCN(c3ccccc3OC)CC2)cc1OC (stereo not drawn),0,0,-0.1%,-0.47,1195,i,13,x,x,i,19,i,7,2.7,898,4.7,2.0,8.7
O=C1Nc2cc(Cl)c(Cl)cc2N(O)N1c1ccc(Cl)c(Cl)c1,19,9,0.0%,0.44,1532,i,7.7,x,x,i,21,i,6,0.0,1354,2.2,1.5,6.9
CCc1nc2ccccc2c(C(=O)OCC(=O)NCc2ccco2)c1C,13,11,0.3%,0.39,1125,i,0.4,-3,758,i,12,i,-48,0.7,1022,3.0,1.8,3.8
O=C(CCNC(=O)c1ccccc1)N/N=C/c1ccc([N+](=O)[O-])cc1,-1,2,0.9%,0.1,1276,i,0.3,1,672,i,58,i,-21,-1.3,1140,2.9,2.6,8.2
O=C(CC(c1ccccc1)(c1ccccc1)c1ccccc1)N[C@@H](Cc1ccc(O)cc1)C(=O)O,-7,5,-0.2%,-0.99,1393,i,1.9,2,700,i,18,i,-8,-3.6,1193,5.5,1.6,6.1
CN(C)S(=O)(=O)c1ccc(C(=O)OCCCN=C2NS(=O)(=O)c3ccccc32)cc1,7,7,0.8%,0.82,915,i,3.0,x,x,i,47,i,11,x,x,3.1,3.0,4.7
CC(=O)c1ccc(N2CCN(C(=S)NCc3ccco3)CC2)cc1,-3,-15,-0.5%,-0.37,1494,i,0.3,20,666,i,54,i,6,-5.5,1057,3.2,3.6,7.0
COc1ccc(C(C(=O)NC(C)(C)C)N(Cc2ccc(F)cc2)C(=O)CCC(=O)Nc2cc(C)on2)cc1 (stereo not drawn),x,x,-1.4%,x,x,i,1.7,97*,757*,i,51,x,x,x,x,x,x,x
CCCCN(C(=O)C(C)Oc1ccc(Br)cc1)c1c(N)n(Cc2ccccc2)c(=O)[nH]c1=O (stereo not drawn),x,x,-0.4%,x,x,i,1.6,-7,666,i,64,x,x,x,x,x,x,x

# The list continues:
SMILES,WT yeast gro inh,WT yeast gro inh mutant strain,West Nile antiviral,Insulin prom up,Insulin prom up cell count,Myeloid diff 2,Myeloid diff 2 GFP+ MAC1+ %,Lipid droplet,Lipid droplet cells 6.5 µM,T cell HTS,T cell HTS vesicle-bound %,Autophagy HCS,Autophagy HCS cell loss 18 h,b-catenin transl,b-catenin transl cell count 5 µM,MT stabilizer,MT stabilizer Hoechst-high %,MT stabilizer cytotoxicity %
COc1ccc(-c2csc(NC(=S)NC(=O)c3ccccc3)n2)cc1Br,x,x,0.0%,-0.16,1053,i,0.5,-16,686,i,16,x,x,0.3,1330,x,x,x
Clc1ccccc1-c1nnc(-c2ccc3c(c2)OCO3)o1,0,5,0.1%,1,1228,i,0.0,-6,712,i,30,i,18,x,x,3.0,2.2,4.9
COc1cc(NC(=S)N2CCCC(C)C2)c(OC)cc1Cl (stereo not drawn),-4,1,-0.4%,1.4,1646,i,0.0,-5,677,i,41,i,-15,-1.8,966,1.7,2.7,14
CC(=O)OCC(=O)[C@@]1(OC(C)=O)[C@@H](C)C[C@H]2[C@@H]3C[C@H](F)C4=CC(=O)C=C[C@]4(C)[C@@]3(F)[C@@H](O)C[C@@]21C,-4,5,-0.2%,x,x,i,9.9,-1,694,i,24,i,3,x,x,1.1,1.5,7.3
Cc1cccc(NC(=O)CSc2ccc(-c3ccco3)nn2)c1C,-14,-6,-0.4%,-0.17,1589,i,0.6,-30,709,i,40,i,0,0.1,1138,5.2,3.7,10.0
O=C(Cc1ccccc1)Nc1nc2ccccc2s1,17,-2,0.0%,x,x,i,0.9,-20,762,i,39,i,-7,1.2,538,1.9,1.5,0.9
CC1CCCN(S(=O)(=O)c2ccc3[nH]c4c(c3c2)CCCC4)C1 (stereo not drawn),x,x,0.5%,x,x,i,0.9,0,658,i,25,x,x,x,x,x,x,x
CCOC(=O)N1CCN(C(=O)c2cc(OC)cc(OC)c2)CC1,11,-4,-0.5%,0.54,1613,i,1.3,x,x,i,33,i,-5,-1.4,1323,4.3,1.1,2.9
Cc1ccc(NC(=O)c2ccc(F)cc2F)cc1NS(C)(=O)=O,x,x,0.7%,x,x,i,0.5,-22,760,i,59,x,x,-1.2,1329,x,x,x
O=C1C=CC(=O)C(C2=C3C(=O)N(CCc4ccccc4)CC(=O)N3CCC2)=C1,-5,-10,-0.6%,0.06,1094,x,x,20,692,i,50,i,-6,x,x,3.2,2.5,7.2
Clc1ccccc1-c1nc2ccccc2c2nc3ccccc3n12,20,10,-0.6%,-0.18,1283,i,0.1,-6,692,i,48,+,-0.2*,3.9,1112,2.5,2.1,2.9
CN1C(=O)c2cccc3c(S(=O)(=O)NCCc4ccccc4)ccc1c23,x,x,-0.5%,x,x,i,1.2,2,799,i,49,x,x,x,x,x,x,x
COc1ccc(/C=C/c2nnc(NC(=O)CSc3ccc(Cl)cc3)s2)cc1,6,2,0.5%,-0.17,1471,u,x,-1,575,i,16,i,-48,-1.9,1082,2.8,4.0,2.5
O=C(Nc1ccc(S(=O)(=O)Nc2nccs2)cc1)c1cccc(N2C(=O)c3ccccc3C2=O)c1,-9,9,-0.4%,0.15,1603,i,0.6,9,667,i,39,i,-3,-3.4,969,5.2,2.7,12

# Random draw from the library, and some 3.9% of all compounds hit somewhere here.
